Bcl-W Bim block – human Bim-Bcl-W interaction inhibition. bead-based flow cytometry, Bim peptide-Bcl-W binding. inhibition, % at 10 µM. 190,000 tested, 0.02% active. AID 952;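 further: 0% = bound tracer without compound and 100% = peptide blocker; higher means less fluorescent Bim peptide bound to Bcl-W beads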
Target sequence (Q92843 whole entry, looked up): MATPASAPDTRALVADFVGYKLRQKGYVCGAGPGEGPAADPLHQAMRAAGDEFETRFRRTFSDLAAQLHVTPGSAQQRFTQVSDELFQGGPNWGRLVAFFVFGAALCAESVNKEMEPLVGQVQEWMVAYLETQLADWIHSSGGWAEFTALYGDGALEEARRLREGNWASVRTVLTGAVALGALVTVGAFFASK
RGS7-Gao reg – modulates binding of RGS7 to human Galphao; binding response (% of control), % at 10 µM; P09471; Multiplexed bead flow cytometry; actives lie on both sides; 220,000 tested, 0.35% active; in the data active means binding response below about 49% or above about 150%; inconclusive means no clear call, values can overlap the other calls; inactive means in between;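 further: fluorescent Galphao held in activated GDP-AlF4 state binding bead-coupled RGS7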
Bim-Bcl-B – inhibitors of Bim-Bcl-B interaction, human | bead-based flow cytometry, Bim peptide-Bcl-B binding | Q9HD36 | inhibition, % at 10 µM | AID 951 | 190,000 tested, 0.073% active;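 further: 0% = tracer peptide without compound and 100% = reference inhibitor peptide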
ABCB1 inh – inhibitors of human ABCB1 transporter, ABCG2 counter-screen. P08183. CCRF-Adr cells, JC-1 efflux, flow cytometry. inhibition, % at 6.6 µM. 190,000 tested, 0.067% active. AID 1326; in the data active means inhibition above about 40%;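 further: 0% = vehicle and 100% = reference inhibitor; higher value means more JC-1 retained so stronger ABCB1 efflux block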
GSH fluor – GSH bead compound fluorescence profile; GSH beads flow cytometry, compound fluorescence 488/530 nm; active compounds read high; fluorescence (KMESF) at 10 µM; 190,000 tested, 0.25% active; AID 1776; in the data active means fluorescence above about 89;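 further: glutathione beads carrying GST-tagged Bcl family fusion proteins plus one bare bead set; values are compound well signal with DMSO vehicle wells as background; inactives centre near 16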
Bcl-XL Bim block – disrupts Bim peptide binding to human Bcl-XL; AID 1007; bead flow cytometry, fluorescence; 190,000 tested, 0.04% active; inhibition, % at 10 µM; Q07817
Target sequence (Q07817 whole entry, looked up): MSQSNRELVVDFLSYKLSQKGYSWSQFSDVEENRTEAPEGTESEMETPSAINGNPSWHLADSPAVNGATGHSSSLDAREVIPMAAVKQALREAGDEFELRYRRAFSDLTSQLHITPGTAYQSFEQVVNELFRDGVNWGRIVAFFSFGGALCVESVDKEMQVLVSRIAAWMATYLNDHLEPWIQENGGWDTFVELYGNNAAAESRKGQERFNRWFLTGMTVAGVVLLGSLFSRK
Bfl-1 Bim block – inhibitors of Bim-Bfl-1 interaction, human. Bead-based flow cytometry, Bim-Bfl-1 binding inhibition. Q16548. AID 1008. inhibition, % at 10 µM. 190,000 tested, 0.12% active;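 further: 0% = wells without compound plus tracer and 100% = blocker peptide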
ABCG2 block – inhibitors of human ABCG2 transporter, ABCB1 counter-screen | 190,000 tested, 0.1% active | inhibition, % at 6.6 µM | IgMXP3 cells, JC-1 efflux, flow cytometry | Q9UNQ0 | AID 1325;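 active means inhibition above 80%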;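 further: 0% = DMSO and 100% = nicardipine control wells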
Target sequence (Q9UNQ0 whole entry, looked up): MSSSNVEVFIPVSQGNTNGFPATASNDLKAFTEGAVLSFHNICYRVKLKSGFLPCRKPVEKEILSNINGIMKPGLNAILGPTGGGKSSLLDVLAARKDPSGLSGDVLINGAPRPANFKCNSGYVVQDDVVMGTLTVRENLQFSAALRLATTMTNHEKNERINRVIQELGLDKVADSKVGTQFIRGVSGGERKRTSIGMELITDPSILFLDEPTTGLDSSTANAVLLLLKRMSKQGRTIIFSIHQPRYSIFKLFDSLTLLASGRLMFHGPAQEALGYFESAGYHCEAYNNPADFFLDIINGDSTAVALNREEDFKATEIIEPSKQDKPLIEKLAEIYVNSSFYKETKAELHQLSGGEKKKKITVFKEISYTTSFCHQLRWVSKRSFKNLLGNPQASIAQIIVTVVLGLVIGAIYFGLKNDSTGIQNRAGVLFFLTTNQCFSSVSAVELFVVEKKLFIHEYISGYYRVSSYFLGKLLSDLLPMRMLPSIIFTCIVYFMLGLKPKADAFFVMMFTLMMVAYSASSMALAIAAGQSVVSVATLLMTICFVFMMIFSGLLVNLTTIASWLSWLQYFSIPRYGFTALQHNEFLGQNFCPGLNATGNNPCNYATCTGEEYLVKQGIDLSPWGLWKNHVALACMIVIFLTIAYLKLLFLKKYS
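Test system: IgMXP3 cells (ABCG2) mixed with DDAO far-red-labelled CCRF-Adr cells (ABCB1). Reagent: JC-1 transporter substrate. Compound dosing: single test compound dose, 6.6 µM final. Times: 10 min compound exposure, 25 °C. Detection: flow cytometry of retained JC-1 fluorescence. Read-out basis: efflux inhibition in percent versus controls. Controls: nicardipine and DMSO wells.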
RGS4-Gao reg – human RGS4-Galphao interaction regulation; 220,000 tested, 0.33% active; Multiplexed bead flow cytometry, RGS4-Galphao binding; actives lie on both sides; P09471; binding response (% of control), % at 10 µM; in the data active means binding response below about 49% or above about 150%; inactive means in between;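 further: fluorescent Galphao activated with aluminum fluoride binding bead-coupled RGS4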
Avidin bead fluor – avidin bead compound fluorescence profile | Avidin beads, compound fluorescence 488/530 nm, flow cytometry; active compounds read high | fluorescence (KMESF) at 10 µM | 220,000 tested, 0.38% active; in the data active means fluorescence above about 47; further: inactives centre near 10
Bim-Bcl-2 – human Bim-Bcl-2 interaction inhibition; inhibition, % at 10 µM; Bead-based flow cytometry, Bim peptide-Bcl-2 binding; P10415; 190,000 tested, 0.06% active; in the data active means inhibition above about 40%; inconclusive means no clear call, values can overlap the other calls;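 further: 0% = no compound wells with probe peptide and 100% = reference peptide inhibitor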
Starred values were filed as active, the others as inactive; ? = inconclusive; / = not tested or not shown. Unless noted, no stated cut-off is given here; in the data, active means inhibition above about 40%.

Second line of a record – Bcl-W Bim block	RGS7-Gao reg	Bim-Bcl-B	ABCB1 inh	GSH fluor	Bcl-XL Bim block	Bfl-1 Bim block	ABCG2 block	RGS4-Gao reg	Avidin bead fluor	Bim-Bcl-2
COC(=O)CNC(=O)/C=C/c1cc(Br)ccc1OC
 : 1.0	94.0	-3.0	-0.1	9	-2.0	-6.0	1.1	92.1	14	-3.0
O=[N+]([O-])c1ccccc1/C=N/n1c(COc2ccccc2)n[nH]c1=S
 : 0.0	106.5	-19.0	0.0	20	-1.0	5.0	1.1	100.1	7	-1.0
CCc1ccc2c(c1)C(NC(C)=O)C(=O)N2CC (stereo unspecified)
 : 0.0	99.6	-4.0	-3.1	24	-3.0	-7.0	-4.8	100.8	8	-12.0
N/C(=N\OC(=O)c1cc(Br)ccc1Cl)c1ccccn1
 : -1.0	100.5	-3.0	1.6	10	-7.0	-9.0	26.5	102.6	10	-4.0
COC(=O)NNC1=CC(=O)CC(C)(C)C1
 : 1.0	98.6	1.0	-0.3	10	0.0	-2.0	-1.9	100.6	12	0.0
COc1cc(-c2nc(-c3ccc(NC(=O)c4ccc(Br)o4)cc3)no2)cc(OC)c1OC
 : 0.0	100.3	-7.0	0.2	24	-8.0	-9.0	-1.0	99.3	7	-4.0
Nc1ccc(C(=O)OCc2nc3ccccc3s2)cc1
 : 1.0	?	-3.0	-0.5	14	-2.0	-3.0	1.1	102.8	10	0.0
Cc1ccc(C(=O)NCCSc2ccccc2)cc1S(=O)(=O)Nc1ccccc1
 : 2.0	107.2	-8.0	1.2	28	-29.0	-12.0	1.3	100.8	10	-12.0
CCOC(=O)/C=C1\SCC(=O)N1CC(=O)Nc1ccc(C(C)C)cc1
 : 1.0	110.5	-1.0	0.7	19	2.0	-1.0	2.1	113.8	5	1.0
Cc1ccc(NC(=O)C2(c3ccccc3)CCOCC2)c([N+](=O)[O-])c1
 : -3.0	96.5	-4.0	1.6	6	-5.0	-2.0	7.8	102.5	2	-4.0
O=C(Nc1ccc(Cl)cc1)N1CCC(c2nc(-c3cccs3)no2)CC1
 : -1.0	105.5	-7.0	1.8	22	0.0	-10.0	6.3	111.4	11	-11.0
O=C1c2ccccc2C(=O)N1Cc1nc(-c2ccccn2)no1
 : 0.0	100.5	-9.0	0.2	28	2.0	-13.0	0.6	101.8	12	-11.0
COc1cc2c(cc1OC)C(C)N(C(=S)Nc1ccccc1)CC2 (stereo unspecified)
 : 0.0	102.5	-2.0	-0.1	10	0.0	0.0	3.8	101.4	11	0.0
Cc1ccc(N2C(=O)[C@@H]3C(C(=O)CCN4C(=O)c5ccccc5C4=O)=NN[C@@H]3C2=O)cc1
 : 10.0	92.0	12.0	0.4	10	14.0	16.0	7.8	95.6	3	11.0
CN(C)c1nc(SCCOC(=O)c2ccccc2)nc(N(C)C)n1
 : -2.0	107.1	-4.0	0.1	30	-6.0	-10.0	0.1	103.7	5	-3.0
O=C(Nc1ccc(N2CCOCC2)c(Cl)c1)c1ccccc1F
 : -1.0	99.0	-7.0	0.1	16	-5.0	-9.0	1.0	99.3	7	-7.0
CCn1c(C(=O)N2CCCC(C(=O)NCCc3ccc(C)cc3)C2)cc2sccc21 (stereo unspecified)
 : 4.0	100.9	3.0	0.6	13	4.0	0.0	1.2	95.9	12	2.0
CSc1nc2cc(Oc3cccc(Cl)c3Cl)c(Cl)cc2[nH]1
 : -2.0	105.7	-6.0	/	70	-1.0	5.0	/	102.5	7	-7.0
O=C(Oc1ccccc1C(=O)N1CCOCC1)c1ccccc1
 : 6.0	92.1	5.0	0.4	50	5.0	7.0	0.7	92.5	5	3.0
CCCCN(C(=O)NC(=O)Nc1nc2ccc(OC)cc2s1)S(C)(=O)=O
 : 3.0	105.5	-1.0	0.4	38	-11.0	-7.0	5.6	100.0	4	0.0
CC(C(=O)N1CCOCC1)N1C(=O)C2C3CC(C(Br)C3Br)C2C1=O (stereo unspecified)
 : -2.0	99.3	-1.0	0.1	15	-5.0	-7.0	9.5	94.5	13	-7.0
O=C(Nc1cccc(C(=O)N2CCN(c3ccc(F)cc3)CC2)c1)c1ccccc1
 : 4.0	100.3	0.0	1.8	11	0.0	-3.0	7.7	100.0	8	-2.0
CSc1c(-c2ccccc2)nc2ccccc2c1C(=O)O
 : 0.0	104.9	-2.0	0.0	13	0.0	0.0	-0.2	99.5	22	-3.0
CC(C)CCN1CCN(Cc2ccon2)CC1CCO (stereo unspecified)
 : -1.0	89.0	-1.0	0.7	9	-3.0	-6.0	5.0	98.2	9	0.0
CC(=O)Nc1ccc(NC(=O)/C=C/c2ccc3c(c2)OCO3)cc1
 : -1.0	99.5	-2.0	-0.4	16	-2.0	-4.0	0.0	99.4	10	1.0
O=C(c1ccc(COc2ccccc2Cl)o1)N1N=C(C(F)F)CC1(O)C(F)F (stereo unspecified)
 : -2.0	101.1	2.0	1.0	6	-1.0	1.0	4.9	100.5	4	1.0
O=C(NCC1(c2ccccc2)CCCC1)c1ccco1
 : 2.0	95.9	-1.0	0.0	20	0.0	-5.0	-0.2	98.4	12	0.0
C/C(=N\n1nnnc1Nc1ccccc1)c1ccc(N)cc1
 : 19.0	100.4	0.0	1.2	17	10.0	-5.0	8.6	101.2	22	-11.0
Cc1ccc(NC(=O)c2ccc(F)c(S(=O)(=O)N3CCOCC3)c2)cc1F
 : -2.0	97.5	-7.0	0.5	20	-7.0	-16.0	12.4	101.8	28	-13.0
O=c1[nH]c2ccc(NC(=S)Nc3ccc(Cl)cc3)cc2[nH]1
 : -1.0	99.7	-9.0	-1.6	33	-14.0	-19.0	12.8	101.6	12	-7.0

Looked up one by one from the entries so far, 2 records:
Second line of a record – Bcl-W Bim block	RGS7-Gao reg	Bim-Bcl-B	ABCB1 inh	GSH fluor	Bcl-XL Bim block	Bfl-1 Bim block	ABCG2 block	RGS4-Gao reg	Avidin bead fluor	Bim-Bcl-2
CSc1c(-c2ccccc2)nc2ccccc2c1C(=O)O
 : 0.0	104.9	-2.0	0.0	13	0.0	0.0	-0.2	99.5	22	-3.0
Cc1ccc(N2C(=O)[C@@H]3C(C(=O)CCN4C(=O)c5ccccc5C4=O)=NN[C@@H]3C2=O)cc1
 : 10.0	92.0	12.0	0.4	10	14.0	16.0	7.8	95.6	3	11.0

(more compounds)
Second line of a record – Bcl-W Bim block	RGS7-Gao reg	Bim-Bcl-B	ABCB1 inh	GSH fluor	Bcl-XL Bim block	Bfl-1 Bim block	ABCG2 block	RGS4-Gao reg	Avidin bead fluor	Bim-Bcl-2
CCc1nnc(NC(=O)c2cnccn2)s1
 : -1.0	89.8	-2.0	0.0	15	1.0	1.0	2.5	90.3	9	-5.0
Cn1nc([N+](=O)[O-])nc1Sc1ccc(C(C)(C)C)cc1
 : 0.0	102.4	-9.0	0.4	42	-4.0	-11.0	2.1	101.2	15	-8.0
Cc1ccccc1-c1nc(CN2CCCC(C(=O)NCc3cccnc3)C2)c(C)o1 (stereo unspecified)
 : 2.0	108.8	1.0	0.8	17	2.0	0.0	5.0	110.1	11	-3.0
CSc1ccccc1C(=O)OCC(=O)NC1CCS(=O)(=O)C1 (stereo unspecified)
 : 2.0	103.7	-4.0	1.7	10	0.0	-6.0	5.1	98.7	23	-1.0
COc1ccc(-c2c(C)nn(-c3ccccc3)c2N)cc1OC
 : -3.0	101.8	-5.0	0.8	19	-5.0	-2.0	4.8	103.0	7	-2.0
S=C(Nc1ccc(Cl)cc1Cl)NC1CCN(Cc2ccccc2)CC1
 : -5.0	97.9	-14.0	0.4	10	-9.0	-6.0	26.3	99.7	23	-3.0
FC(F)Oc1cccc2cccnc12
 : -5.0	94.2	-5.0	-0.3	17	-2.0	-2.0	4.9	99.3	12	-1.0
CN(C)CCCN(C(=O)COc1ccc(Cl)cc1)c1nc2ccc(F)cc2s1
 : -3.0	115.7	0.0	1.4	8	0.0	4.0	4.2	110.9	19	0.0
Clc1cccc(/C=N/Nc2nnc(Cl)c3ccccc23)c1
 : 3.0	113.1	-5.0	0.2	52	-3.0	-1.0	4.0	101.1	/	-5.0
CCCN(CCC)C(=O)c1ccc2c(c1)N(Cc1ccccc1)C(=O)CS2=O (stereo unspecified)
 : 0.0	103.8	-9.0	0.2	26	-5.0	-6.0	0.0	101.8	6	-8.0
c1ccc(Nc2nc(NCC3CCCO3)c3ccccc3n2)cc1 (stereo unspecified)
 : 1.0	95.5	0.0	1.2	12	0.0	-2.0	4.9	98.4	20	1.0
CCOC(=O)C1CCCN(c2c(Nc3cccc(C)c3)c(=O)c2=O)C1 (stereo unspecified)
 : 1.0	105.8	-2.0	-0.8	18	-6.0	-7.0	1.9	106.3	8	-4.0
CSc1ncccc1C(=O)Nc1ccc(S(=O)(=O)Nc2nccs2)cc1
 : -1.0	94.2	-3.0	-0.3	4	-3.0	-1.0	-0.3	96.5	14	1.0
CCN1CCN(c2cc(C)c3cc(NC(=O)c4cnccn4)ccc3n2)CC1
 : -1.0	99.1	-3.0	-2.1	20	-4.0	-5.0	-3.6	101.5	5	-4.0
CCCOc1ccc(C(=O)Nc2c[nH]c(=O)[nH]c2=O)cc1
 : -6.0	103.1	-12.0	0.2	11	-8.0	-2.0	21.2	102.2	21	-5.0
Cc1ccc(C(=O)Oc2cc(-c3ccccc3)no2)cc1
 : 4.0	98.6	-6.0	0.4	42	0.0	-9.0	1.0	102.5	5	-4.0
CC(=O)Nc1cc(-c2ccc(Cl)cc2)[nH]n1
 : 0.0	101.7	-2.0	0.0	9	-1.0	-6.0	5.9	104.8	8	-2.0
CCOC(=O)c1c(/N=C/N(C)C)sc(C=O)c1-c1ccccc1
 : -1.0	?	-4.0	0.6	17	-5.0	-4.0	14.0	97.8	9	-4.0
Cc1cc(C)nc(SCC(=O)Nc2ccc(N3CCOCC3)c(Cl)c2)n1
 : -2.0	100.3	-7.0	0.9	26	-9.0	-7.0	4.8	98.9	15	-7.0
CCOC(=O)N1CCN(C(=O)COc2ccc(S(=O)(=O)Nc3ccc(OCC)cc3)cc2)CC1
 : 0.0	102.0	0.0	0.5	31	-1.0	-2.0	7.2	102.7	13	-2.0
COc1ccc(-c2ccc(-c3noc(-c4cccs4)n3)c(OC)n2)cc1
 : -2.0	98.7	-3.0	-0.5	47	-1.0	-5.0	-0.8	98.2	31	-6.0
COc1ccc(CN2CN(C3CCCC3)CSC2=S)cc1
 : 0.0	105.2	-4.0	0.2	15	-2.0	-7.0	2.4	103.2	13	-4.0
Cc1sc2c(c1C)CN(C1CC(C)(C)NC(C)(C)C1)CN2C(=O)c1ccco1
 : 2.0	104.7	-9.0	0.2	32	-3.0	-12.0	3.3	105.2	14	-9.0
CCOC(=O)/C(C(N)=NCCCO)=C(/O)c1ccccc1
 : 1.0	95.5	5.0	-0.2	9	0.0	0.0	0.1	97.3	10	3.0
CC1(C)OC(=O)C(=CNc2ccc(F)cc2)C(=O)O1
 : 0.0	106.8	1.0	0.3	8	0.0	0.0	2.8	103.0	16	-2.0
O=C(Cn1c(=O)c(=O)n(Cc2ccccc2)c2ccc(Cl)cc21)Nc1ccc(F)cc1F
 : -1.0	97.3	-2.0	1.0	16	-2.0	-6.0	1.6	100.7	7	-2.0
